Source: PubChem
Gal4-VP16 FLuc = counter-screen for ROR gamma inhibitors: Gal4-VP16 reporter; Drosophila S2 Gal4-VP16 UAS-luciferase, luminescence, 20 h; Potency, µM (doses to about 53.6 µM), without a hit: top-dose activity, negative = inhibition, usual class: inhibitors; actives 3.5% (n = 310,000);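 also: Gal4-VP16 expression switched on by copper sulfate through the metallothionein promoter; % is scaled to controls: 0 for no effect and ±100 for the full control effect; nearly all actives have a fitted effect of over 50% in size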
p53 reactivator = re-activators of mutant p53; Potency, µM (doses to about 92.2 µM), inactives show at the top dose activity change, positive = activation, most hits filed as activators; AID 504706; H1299 p53-A138V BP100-luciferase reporter, luminescence, 24 h; actives 0.063% (n = 320,000); also: % of control where 0% means no effect; nearly all actives have a fitted effect of over 45% in size
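H1299 (p53-null), stable ts p53-A138V + BP100-Luc; 1000 cells/well, Opti-MEM/10% FBS; cpd 4 pt, 1:5; 24 h, 37 deg C, 5% CO2; detection reagent 10 min RT; luminescence.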
NPC1 prom act = activates the NPC1 promoter | Huh7 NPC1 promoter luciferase reporter, 24 h | actives 2.4% (n = 320,000) | Potency, µM (highest dose often 9.22 µM), inactives show at the highest dose activation, usual class: activators;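 also: % of control where 0% means no effect; nearly all actives have a fitted effect of over 60% in size; reporter is driven by a mutant NPC1 promoter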
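Compounds in DMSO were transferred onto Huh7 NPC1-luciferase reporter cells pre-incubated 2 h; after 24 h at 37 °C, Amplite reagent was dispensed and luminescence recorded 10 min later.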
ELG1 genotox = induces genotoxicity in HEK293T cells with luciferase-tagged ELG1; AID 504466; HEK293T ELG1-luciferase reporter, luminescence, 16 h; actives 1.3% (n = 330,000); Potency, µM (series often up to 46 µM), inactives show at the top dose activity change, positive = activation, usual class: activators; also: % of control where 0% means no effect; nearly all actives have a fitted effect of over 60% in size
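DMSO vehicle served as control against compound-treated ELG1-luciferase HEK293T cells; exposure lasted 16 hr at 37 °C and 5% CO2, followed by ONE-Glo luminescence detection after 30 min.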
uPA generation = cell surface uPA generation inhibition. cell surface uPA generation assay, qHTS. Potency, µM (highest dose often 38.3 µM), inactives show top-dose activity change, negative = inhibition, actives largely listed as inhibitors. actives 0.31% (n = 330,000). AID 540303; active = well fitted inhibition curve with a large enough effect; inconclusive = small, poorly fitted or top-dose-only effect; inactive = no such curve, though single readings can be large or run the other way; tested in mouse RAW 264.7 cells; also: % is scaled to controls: 0 for no effect and ±100 for the full control effect; nearly all actives have a fitted effect of over 55% in size
RORg inh = ROR gamma (mouse) transcription inhibition. Drosophila S2 Gal4-RORgamma UAS-luciferase reporter, 20 h. Potency, µM (titrated, usually from 53.6 µM), without a hit: at the top dose activity change, negative = inhibition, usual class: inhibitors. actives 5.4% (n = 310,000). AID 2551; also: % is scaled to controls: 0 for no effect and ±100 for the full control effect; nearly all actives have a fitted effect of over 60% in size
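Schneider cells (Drosophila), stable Gal4 DBD–ROR gamma + UAS-luc; 1 hr cmpd preincubation; Cu2+ induction 700 uM final; 20 hr ambient; luminescence.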
MBNL1-CUG inh = MBNL1-poly(CUG) RNA binding inhibition; actives 0.036% (n = 280,000); TR-FRET MBNL1-His/biotin-(CUG)12 binding, 665/545 ratio; AID 2675; Potency, µM (top dose mostly 57.5 µM), without a hit: top-dose activity change, negative = inhibition, actives largely listed as inhibitors; active = well fitted inhibition curve with a large enough effect in the signal ratio, with a control signal flat, not every such curve was filed as active; inconclusive = small, poorly fitted or top-dose-only effect, or effect the other way, or a change in a side signal; inactive = no such curve, though single readings can be large or run the other way; the % refers to the signal ratio; also: % is scaled to controls: 0 for no effect and ±100 for the full control effect
Target sequence (Q9NR56 whole entry, looked up): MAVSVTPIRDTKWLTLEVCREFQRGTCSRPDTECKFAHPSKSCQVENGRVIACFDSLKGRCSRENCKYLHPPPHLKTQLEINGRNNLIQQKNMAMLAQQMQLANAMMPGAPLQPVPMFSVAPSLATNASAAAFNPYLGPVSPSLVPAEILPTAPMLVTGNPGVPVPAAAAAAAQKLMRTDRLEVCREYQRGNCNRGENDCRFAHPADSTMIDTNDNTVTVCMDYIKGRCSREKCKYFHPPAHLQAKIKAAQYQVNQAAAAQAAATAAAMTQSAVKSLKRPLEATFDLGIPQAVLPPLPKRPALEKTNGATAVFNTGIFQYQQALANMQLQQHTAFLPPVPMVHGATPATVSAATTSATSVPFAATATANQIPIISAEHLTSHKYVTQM
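Inhibition of protein-RNA binding appears as loss of TR-FRET between terbium anti-His antibody on MBNL1-His and streptavidin-XL665 on biotin-(CUG)12. Activity is normalized to buffer-only and uninhibited-complex controls.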
Rab9 promoter act = activators of Rab9 promoter. Huh7 Rab9 promoter-luciferase reporter, luminescence, 24 h. Potency, µM (series often up to 9.22 µM), inactives show at the top dose activation, negative = inhibition, most hits filed as activators. actives 2.8% (n = 320,000). AID 485297; also: % of control where 0% means no effect; nearly all actives have a fitted effect of over 60% in size
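Rab9 promoter-driven luciferase in stably transfected Huh7 cells; 1500 cells/well rested 2 h, exposed to compound in DMSO for 24 h at 37 °C, 5% CO2. Luminescence read 10 min after adding luciferase reagent at ambient temperature.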
FLuc counter = counter-screen for miR-21 project: firefly luciferase inhibitors or activators; actives 6.9% (n = 360,000); purified FLuc, Km substrates, luminescence inhibition; Potency, µM (top dose mostly 57.5 µM), for inactives: at the top dose activity change, negative = inhibition, usual class: inhibitors;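 also: plate controls were vehicle for no effect and reference inhibitor for full effect; nearly all actives have a fitted effect of over 55% in size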
Target sequence (P08659 whole entry, looked up): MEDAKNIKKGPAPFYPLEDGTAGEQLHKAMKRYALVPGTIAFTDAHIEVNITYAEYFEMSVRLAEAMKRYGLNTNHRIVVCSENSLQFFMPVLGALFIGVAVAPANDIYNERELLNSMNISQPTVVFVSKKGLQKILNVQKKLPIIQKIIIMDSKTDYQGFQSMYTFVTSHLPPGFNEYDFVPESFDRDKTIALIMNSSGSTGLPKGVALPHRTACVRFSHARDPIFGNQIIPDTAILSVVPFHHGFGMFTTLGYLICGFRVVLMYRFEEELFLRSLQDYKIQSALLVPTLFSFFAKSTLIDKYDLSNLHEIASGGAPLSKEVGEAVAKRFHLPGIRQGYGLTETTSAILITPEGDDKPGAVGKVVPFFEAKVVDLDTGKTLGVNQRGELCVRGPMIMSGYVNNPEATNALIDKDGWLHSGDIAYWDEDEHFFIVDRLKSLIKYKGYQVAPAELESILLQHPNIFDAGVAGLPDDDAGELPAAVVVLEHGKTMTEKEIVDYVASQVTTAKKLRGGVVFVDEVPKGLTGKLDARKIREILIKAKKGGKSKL
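Purified P. pyralis luciferase, 10 nM final, with Km-level 10 uM D-luciferin and 10 uM ATP in 50 mM Tris acetate pH 7.5, 10 mM Mg acetate, 0.01% Tween-20, 0.05% BSA; 6-point qHTS titration about 60 µM downward; luminescence read.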
BRCA1 expr up = increases BRCA1 expression | MCF7-BRCA1-FFLuc reporter, luminescence, 48 h; response scale: scaled: vehicle 0%, 10 µM genistein 100% | Potency, µM (series often up to 46.1 µM), inactives show at the highest dose activation, actives largely listed as activators | actives 1.1% (n = 380,000) | AID 624202; also: nearly all actives have a fitted effect of over 80% in size; some results filed as inactive show a strong effect at the top dose
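Luminescence from a BRCA1-driven firefly luciferase in MCF7 cells was the read-out, taken 15 min after substrate addition following 48 h compound exposure at 37 °C. Data were normalized to a 10 microM genistein control and DMSO vehicle.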
* hit, by the source's call; ? = inconclusive; / = not tested or not shown; [ ] = remark or other dose. Unless noted, calls follow the shape of the dose curve; as a rule, active = well fitted curve in the direction sought with a large enough effect; inconclusive = small, poorly fitted or top-dose-only effect, or another doubt; inactive = no such curve, though single readings can be large; an effect the other way counts as inactive or inconclusive. Potency is read from the fitted curve at half-maximal effect.

SMILES	Gal4-VP16 FLuc	p53 reactivator	NPC1 prom act	ELG1 genotox	uPA generation	RORg inh	MBNL1-CUG inh	Rab9 promoter act	FLuc counter	BRCA1 expr up
O=C(NCC1CCCO1)c1cccc2c1C(=O)c1ccc(N3CCC(Cc4ccccc4)CC3)cc1S2(=O)=O (stereo unspecified)	/	-2%	/	-13%	?	/	/	/	/	-82%
O=C(c1cc([N+](=O)[O-])cc([N+](=O)[O-])c1)N1CCCc2ccccc21	-7%	7%	-4%	-2%	/	-18%	?	-2%	0%	-5%
CCCCn1c(N)c(N(CC(C)C)C(=O)C2CCCO2)c(=O)[nH]c1=O (stereo unspecified)	/	-5%	0%	-1%	0%	/	/	0%	-1%	0%
O=C1CC(c2ccccc2)Cc2nc(NC3CC3)ncc21 (stereo unspecified)	-2%[10 µM]	1%	-10%	10%	-2%	-1%	-1%	-6%	-2%	-1%
O=C(O)c1cc(N/N=C/c2ccc(-c3ccccc3)cc2)ccc1Cl	-7%	?	0.089µM*	0.46µM*	2%	0%	?	0.1µM*	0.76µM*	?
O=c1[nH]cnc(O)c1C(c1ccc(Br)cc1)c1c(O)nc[nH]c1=O	-16%	1%	-4%	1%	-9%	9%	/	-1%	-2%	-2%
COc1ccc(-c2ccc(C#N)c(SCC(=O)Nc3sc4c(c3C#N)CCC4)n2)cc1OC	-7%	-2%	-5%	6%	1%	1%	3%	1%	3%	5%
O=C(N/C=C/c1ccco1)OCc1ccccc1	-13%	-1%	?	?	5%	36%	-4%	3.5µM*	11µM*	64%
COc1cc(C)nc(SCC(N)=O)n1	1%	-5%	0%	2%	0%	-3%	-7%	-5%	1%	-6%
Cc1cc(Cl)c2oc(C(=O)N(C)CCCCN3CCOCC3)c(C)c2c1	-1%	-51%[inhibitor]	0%	10%	-6%	16%	-2%	11%	2%	-10%
CC(=O)Nc1ccc(Nc2nnc(-c3ccc(O)cc3)c3ccccc23)cc1	-2%	?	1%	3%	0%	-8%	?	-2%[1.84 µM]	?	-5%
O=c1c2ccccc2nc2c3ccccc3cnn12	12%	7%	?	?	?	-15%	?	2.2µM*	?	7.9µM*
O=C(NNC(=O)c1cccs1)c1ccc(F)cc1	5%	15%	14%	-14%	3%	8%	3%	5%	-8%	58%
O=C(NCc1ccccc1)N1CCC(CO)(CCc2ccccc2)CC1	0%	-1%	0%	-2%	2%	14%	14%	-13%	-1%	2%
O=C(CCc1ccccc1)Nc1nc2ccc(S(=O)(=O)N3CCOCC3)cc2s1	-26%	13%	2%	7%	0%	-26%	38%[activator]	-1%	0%	-17%

3 of the entries above in order of their number in NPC1 prom act, low to high:
SMILES	p53 reactivator	NPC1 prom act	uPA generation	RORg inh	Rab9 promoter act
O=C(c1cc([N+](=O)[O-])cc([N+](=O)[O-])c1)N1CCCc2ccccc21	7%	-4%	/	-18%	-2%
CCCCn1c(N)c(N(CC(C)C)C(=O)C2CCCO2)c(=O)[nH]c1=O (stereo unspecified)	-5%	0%	0%	/	0%
CC(=O)Nc1ccc(Nc2nnc(-c3ccc(O)cc3)c3ccccc23)cc1	?	1%	0%	-8%	-2%[1.84 µM]

Following part:
SMILES	Gal4-VP16 FLuc	p53 reactivator	NPC1 prom act	ELG1 genotox	uPA generation	RORg inh	MBNL1-CUG inh	Rab9 promoter act	FLuc counter	BRCA1 expr up
Nc1ccc2nc(CCCCc3nc4ccccc4[nH]3)[nH]c2c1	-2%	14%	-10%	-3%	11%	-34%	-4%	0%	4%	-3%
N#C/C(=N\Nc1cccc(C(F)(F)F)c1)C(=O)c1csc(-c2cccnc2)n1	6%	-1%	-1%	-9%	-10%	?	1%	-8%	?	-9%
Cc1cccc(NS(=O)(=O)c2cc(C(=O)N3CCc4ccccc4C3)ccc2Cl)c1C	-10%	-20%	1%	-6%	-4%	32%	-22%	-1%	1%	-55%
Cc1cccc(OCC(=O)Nc2ccc3oc(=O)ccc3c2)c1C	-11%	-1%	2%	11%	-2%	-14%	13%	5%	-4%	-19%
CS(=O)(=O)N(CC(=O)Nc1ccc(F)cc1F)c1cccc([N+](=O)[O-])c1	0%	-1%	-4%	-1%	1%	2%	?	1%	3%	-1%
O=C(CCn1c(=O)oc2ccccc21)N1CCCCCC1	-5%	25%	5%	5%	0%	-15%	0%	14%	0%	27%
O=C(O)CCC(=O)N1N=C(c2c(-c3ccccc3)c3cc(Cl)ccc3[nH]c2=O)CC1c1ccco1 (stereo unspecified)	0%	4%	-2%	0%	0%	7%	/	-2%	2%	-6%
Cc1noc(C)c1CC(=O)NC1CC(C)(C)Cc2c1cnn2-c1ccccc1 (stereo unspecified)	3%	17%	0%	3%	18%	12%	2%	2%	4%	-7%
CCC1=NN=C(c2ccc(F)cc2)C(c2c[nH]c3ccccc23)N1O (stereo unspecified)	?	?	-1%	3%	1%	38%	25%	-2%	?	-43%
COCCNC(=O)C1CC(c2ccc(F)cc2)=NO1 (stereo unspecified)	-6%	0%	-2%	4%	-5%	-29%	1%	8%	2%	12%
Fc1ccc(N2CCN(C(c3cccs3)c3nnnn3C3CCCC3)CC2)cc1 (stereo unspecified)	0%	-2%	-3%	-4%	-7%	31%	-10%	-6%	3%	-30%
CCN(CC(=O)NCc1cccs1)c1ccc(S(=O)(=O)N2CCN(C)CC2)cn1	?	-4%	-2%	0%	-4%	?	/	2%	1%	3%
COc1ccc(C2C(C#N)=C(N)N(c3ncn[nH]3)C3=C2C(=O)CCC3)cc1 (stereo unspecified)	2%	-3%	-7%	-11%	5%	-7%	-5%	1%	7%	5%
COc1cccc(NC(=O)CC(c2ccc(OC(C)C)cc2)c2ccccc2OC)c1 (stereo unspecified)	-17%	-5%	1%	1%	0%	0%	-11%	-4%	3%	-16%
O=S(=O)(c1cc(Cl)ccc1Br)N1CCCCC1	-1%	-5%	-1%	10%	/	-3%	4%	0%	0%	-24%
CCn1c(CCC(=O)O)nc2cc(S(=O)(=O)N(C)C)ccc21	4%	0%	-6%	0%	-3%	-2%	-4%	-5%	0%	22%
O=C(Nc1ccc(F)cc1)C1CCCN(S(=O)(=O)c2ccc3[nH]c(=O)ccc3c2)C1 (stereo unspecified)	-1%	/	-3%	15%	0%	-7%	23%	0%	-2%	5%
O=C1OCCN1C(=O)[C@H]1[C@H](c2ccc([N+](=O)[O-])cc2)C(c2ccc(F)cc2)=NN1c1ccccc1	0%	4%	/	-2%	-12%	27%	/	/	/	-24%
CC(C)c1ccc(-c2nnn(CC(=O)N3CCCCC3)n2)cc1	15%	/	16%	4%	-14%	37%	0%	17%	?	45%
CN1CCCCc2c1nc1ccccc1c2N (tested in a mixture with another compound)	4%	-1%	-2%	-1%	9%	-3%	-7%	4%	11%	-29%
COc1cc(C2C(C#N)=C(C)NC3=C2C(=O)c2ccccc23)cc(OC)c1OC (stereo unspecified)	15%	-2%	-18%	?	?	-5%	?	-28%	-1%	-85%
COC(=O)Cc1cc(OC)c(OC)cc1S(=O)(=O)N(C)C	-12%	0%	-5%	-2%	-2%	2%	-16%	8%	-2%	0%
O=C(CSc1nc2c(c(=O)n1-c1ccc(Br)cc1)SCC2)Nc1nccs1	-10%	4%	1%	4%	2%	?	15%	5%	-4%	-20%
O=C(Cn1c(NCCO)nc2ccccc21)c1ccco1	9%	1%	-2%	2%	1%	-11%	12%	-4%	-1%	-2%
CCC1CCCCN1C(=O)Cn1c(C(=O)OC)cc2ccsc21 (stereo unspecified)	-3%	-5%	-4%	0%	-6%	-17%	-11%	2%	1%	-20%

Compounds from the list above that have an aryl thioether with sulfur outside any ring:
SMILES	Gal4-VP16 FLuc	p53 reactivator	NPC1 prom act	ELG1 genotox	uPA generation	RORg inh	MBNL1-CUG inh	Rab9 promoter act	FLuc counter	BRCA1 expr up
COc1ccc(-c2ccc(C#N)c(SCC(=O)Nc3sc4c(c3C#N)CCC4)n2)cc1OC	-7%	-2%	-5%	6%	1%	1%	3%	1%	3%	5%
COc1cc(C)nc(SCC(N)=O)n1	1%	-5%	0%	2%	0%	-3%	-7%	-5%	1%	-6%
O=C(CSc1nc2c(c(=O)n1-c1ccc(Br)cc1)SCC2)Nc1nccs1	-10%	4%	1%	4%	2%	?	15%	5%	-4%	-20%

Some entries already given with just FLuc counter and RORg inh:
compound	FLuc counter	RORg inh
COc1cc(C2C(C#N)=C(C)NC3=C2C(=O)c2ccccc23)cc(OC)c1OC (stereo unspecified)	-1%	-5%
CC(C)c1ccc(-c2nnn(CC(=O)N3CCCCC3)n2)cc1	?	37%

The order is random; 13% or so of the library scored in one or more.
